High-throughput results (PubChem)
PMI activator = activators of human PMI, primary screen, biochemical, fluorescence intensity, near-Km mannose 6-phosphate; Mannose-6-phosphate isomerase (Homo sapiens), P34949; purified human PMI, coupled resazurin fluorescence, 20 min; active compounds read high; 1 = vehicle control, 0 substrate-free wells; activation factor at 20 µM; actives 0.005% (n = 190,000); AID 1214, 2008;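 active means activation factor of 2 or more at 20 µM, relative to plate controls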
Target sequence (P34949 whole entry, looked up): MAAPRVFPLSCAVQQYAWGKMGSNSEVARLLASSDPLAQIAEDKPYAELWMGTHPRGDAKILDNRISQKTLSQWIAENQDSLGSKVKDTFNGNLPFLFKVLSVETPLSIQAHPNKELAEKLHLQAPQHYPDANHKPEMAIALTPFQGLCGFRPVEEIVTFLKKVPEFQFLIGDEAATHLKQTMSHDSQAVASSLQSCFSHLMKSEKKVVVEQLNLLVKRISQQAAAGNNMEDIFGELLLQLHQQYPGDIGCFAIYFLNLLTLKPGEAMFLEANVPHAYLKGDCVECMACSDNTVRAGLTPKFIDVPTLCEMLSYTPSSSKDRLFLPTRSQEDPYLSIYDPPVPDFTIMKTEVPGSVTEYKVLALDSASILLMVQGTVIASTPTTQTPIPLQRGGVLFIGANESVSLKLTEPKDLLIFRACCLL
PMI act satM6P = human PMI activators, high substrate, primary screen, biochemical, fluorescence intensity, near-saturating mannose 6-phosphate | Mannose-6-phosphate isomerase (Homo sapiens), P34949 | coupled PMI enzyme assay, resazurin fluorescence, 20 min; active compounds read high; 1 = untreated enzyme, 0 = substrate-free blank | activation factor at 20 µM | actives 0.34% (n = 190,000);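 active means activation factor of 2 or more at 20 µM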
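Material: human phosphomannose isomerase with PGI, G6PDH, diaphorase coupling enzymes; amount: PMI at 15 ng/mL final; also added: Mannose-6-phosphate 1.0 mM (near-saturating) plus 0.22 mM NADP+; incubation: enzyme reaction with compound 20 min at room temperature; signal: resorufin fluorescence (Ex 544/Em 590 nm) from resazurin via diaphorase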
G6PDH counter = L. mesenteroides G6PDH inhibitors, counter-screen for G6PDH-coupled screening assays, biochemical, Leuconostoc mesenteroides enzyme | glucose-6-phosphate dehydrogenase [Leuconostoc mesenteroides] | Purified L. mesenteroides G6PDH, diaphorase/resazurin coupled fluorescence, 45 min | inhibition, % at 5 µM | actives 0.12% (n = 200,000)
DTT redox prof = compounds producing H2O2 with reducing agent – biochemical, NIH compound library profiling, artefact control for MLSCN library redox annotation, primary screen | DTT-dependent redox cycling H2O2, phenol red/HRP absorbance; 100% = 100 µM peroxide control, 0% = buffer | activation, % at 10 µM | actives 0.03% (n = 200,000) | AID 878, 2007;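 active means activation of at least 50% relative to the plate's high and low controls in the primary single-dose screen; inactive means activation below 50%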;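 further: compound incubated with DTT at 0.8 mM final as the reducing agent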
Diaph inh CS = diaphorase inhibitors and chemical oxidizers, primary screen, counter-screen for diaphorase-coupled primary assays, biochemical, uHTS, resorufin fluorescence. actives 0.69% (n = 190,000). AID 1217, 2008. inhibition, % at 20 µM. diaphorase resazurin-to-resorufin fluorescence, NADH, 16 min; bacterial (C. kluyveri) enzyme, not human;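 active means primary screen inhibition at 20 µM above a set limit, cut at about 50% in these data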;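 further: plate controls were DMSO with full reaction for no effect and wells lacking NADH for full effect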
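System: Diaphorase enzyme from Clostridium kluyveri | Amount: Enzyme working solution with 0.14 U/mL diaphorase | Benchmarks: No-NADH positive control and DMSO neutral control | Signal: Fluorescence of resorufin formed from resazurin, Ex 544/Em 590 nm | Schedule: 16-min room-temperature incubation before reading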
RAM network inh = inhibitors of the yeast RAM network, primary screen, dse1pr::URA3 reporter, 5-FOA selection | S. cerevisiae dse1pr::URA3 reporter, 5-FOA growth OD615, 2 d; analog-sensitive cbk1-as2 kinase mutant strain | inhibition, % at 50 µM | actives 1.8% (n = 190,000) | AID 868, 2007;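 active means inhibition above a set limit, 3 SD over mean compound inhibition, cut at about 8.4% in these data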;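 further: 0% = DMSO-only wells with no growth and 100% = 10 µM 1-NA-PP1 full growth; inhibition rescues growth on 5-FOA so higher OD means more RAM inhibition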
TLR4 MyD88 comp = inhibitors of TLR4-MyD88 association in cells, primary screen, cell-based, HeLa CL3-4, BLA complementation, FRET ratio | actives 0.18% (n = 200,000) | inhibition, % at 8.4 µM | HeLa CL3-4 TLR4/MyD88 BLA complementation; in the data active means inhibition above about 25%;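 further: 0% = vehicle and 100% = reference inhibitor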
S1P3 antag = S1P3 receptor antagonists, primary screen, cell-based; Sphingosine 1-phosphate receptor 3 (Homo sapiens), Q99500; CHO S1P3 NFAT-BLA reporter, FRET fluorescence, antagonist mode; inhibition, % at 4.98 µM; actives 0.27% (n = 170,000);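 active means inhibition above the plate cutoff, the mean inhibition of test wells on that plate plus 3 SD, cut at about 28% in these data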;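 further: cells challenged with S1P at its EC80 of 0.8 µM; blue over green emission ratio from cleaved BLA substrate after 4 h stimulation; 0% = S1P-stimulated wells and 100% = unstimulated DMSO-only wells; some compounds past the cut are filed as inactive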
Target sequence (Q99500 whole entry, looked up): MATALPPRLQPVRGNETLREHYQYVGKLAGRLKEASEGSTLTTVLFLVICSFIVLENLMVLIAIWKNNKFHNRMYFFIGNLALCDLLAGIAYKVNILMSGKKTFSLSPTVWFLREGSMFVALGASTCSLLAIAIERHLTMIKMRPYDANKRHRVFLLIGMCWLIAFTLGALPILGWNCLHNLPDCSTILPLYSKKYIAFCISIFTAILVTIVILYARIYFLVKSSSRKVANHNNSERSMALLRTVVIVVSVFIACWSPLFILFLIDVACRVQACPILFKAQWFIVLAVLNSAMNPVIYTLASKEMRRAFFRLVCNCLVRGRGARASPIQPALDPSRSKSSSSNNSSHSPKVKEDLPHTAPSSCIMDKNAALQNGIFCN
Diaphorase act = compounds boosting diaphorase resazurin reduction – biochemical, uHTS, resorufin fluorescence, counter-screen for diaphorase-coupled primary assays, primary screen | Diaphorase/resazurin coupled assay, 16 min; active compounds read high; 1 = vehicle wells, 0 = NADH-free wells | activation factor at 20 µM | actives 0.005% (n = 190,000) | AID 1229, 2008;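 active means diaphorase activity raised at least twofold by the compound at 20 µM; inactive means activation factor below 2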
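System – purified diaphorase enzyme from Clostridium kluyveri · Input – enzyme 0.07 U/mL final · Also added – final NADH 0.114 mM, resazurin 0.1 mM · Measured by – fluorescence of resorufin, 544 nm excitation, 590 nm emission · Timing – 16 min enzyme reaction, ambient temperature · Measure – resorufin increase flagging diaphorase activators or reducers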
Lmaj promast = Leishmania major promastigote growth inhibition, primary screen; Leishmania major promastigotes, resazurin fluorescence viability; inhibition, % at 10 µM; actives 9% (n = 200,000);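 further: promastigotes grown with compound for 44 hours at 28 °C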
Hsp70 activator = Hsp70 transcriptional activators, primary screen, cell-based, HeLa, Hsp70 promoter luciferase, luminescence, 10 µM; AID 1203, 2008; activation, % at 10 µM; actives 0.04% (n = 200,000); HeLa Hsp70 promoter luciferase reporter; scaled: vehicle 0, proteasome-inhibitor control 100%;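 active means activation above the mean across all tested compounds plus 3 SD, cutoff set per campaign, cut at about 5.5% in these data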;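 further: 100% = MG132 at 30 µM as the positive control and 0% = DMSO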
Active calls of the source: *; . = no result given. Unless noted, no stated cut-off is given here; in the data, active means inhibition above about 50%; inactive means the rest.

SMILES | PMI activator | PMI act satM6P | G6PDH counter | DTT redox prof | Diaph inh CS | RAM network inh | TLR4 MyD88 comp | S1P3 antag | Diaphorase act | Lmaj promast | Hsp70 activator
CCOc1ccccc1N1CCN(CC(=O)NC(=O)NCc2ccco2)CC1 | 0.8 | 1 | 2 | -0.7 | 11 | -0.8 | -12 | -12 | 0.9 | 0 | -0.3
Cc1c(Cl)cccc1N=C(N)N=C(N)N | . | . | 11 | 0.1 | . | 0.0 | 8 | -11 | . | -3 | 0.2
N#Cc1ccc(C(=O)NCC(c2ccco2)N2CCCCC2)cc1 (stereo unspecified) | 1 | 1 | 2 | 0.2 | 13 | 0.5 | 6 | . | 0.9 | 7 | -0.4
C/C(O)=C(/C=Nc1ccccc1)C(=O)Nc1ccccc1 | 1.1 | 1 | -3 | -0.8 | 0 | 4.7 | -9 | -34 | 1 | -3 | -0.3
CC(=O)Nc1ccc(NC(=O)/C=C/c2cccc(C(F)(F)F)c2)cc1 | 1 | 1.1 | -9 | -0.2 | 2 | 2.7 | -4 | -11 | 1 | -8 | -0.1
O=S(=O)(NC1=NCCC1)c1cccc(NC(=S)NCCc2ccccc2)c1 | 1 | 1 | 7 | -0.5 | 1 | 1.0 | -3 | -3 | 1 | 2 | -0.2
Cc1cc(C=O)c(C)n1-c1cc(C(=O)O)cc(C(=O)O)c1 | 1.1 | 1 | 14 | -0.3 | 8 | 0.1 | -3 | -11 | 0.9 | -7 | 0.1
O=C(NCCCN1CCCCC1)c1ccc2c(c1)NC(=O)C(N1CCCCC1)S2 (stereo unspecified) | 1 | 1 | 8 | -0.2 | 10 | -0.2 | -1 | -11 | 0.9 | 10 | -0.2
O=C(COC(=O)Cc1ccc(Cl)cc1)Nc1c(F)cccc1F | 1.1 | 1 | -2 | 0.2 | -1 | 0.7 | -4 | -14 | 1 | -9 | -0.2
COc1ccc(Sc2nnc(Cc3ccccc3)c3ccccc23)cc1 | 0.9 | 0.9 | 9 | 2.4 | 18 | 5.0 | -10 | . | 0.8 | 85* | 0.2
COCCn1c(C)cc(C(=O)CSc2nnc(C)s2)c1C | 0.8 | 1 | 8 | -2.4 | 12 | 2.4 | -5 | 8 | 0.9 | -2 | -0.5
CCN1C(=O)/C(=C/C=C2/Sc3ccccc3N2CCO)SC1=S | 1 | 0.9 | 4 | 0.7 | 2 | 3.2 | -10 | -16 | 1 | 1 | 0.1
COc1ccc2[nH]cc(C(=O)CN3CCN(C/C=C/c4ccccc4)CC3)c2c1 | 1 | 1 | 14 | 1.6 | -2 | 0.5 | -2 | -4 | 1 | 98* | 0.4
CCc1ccc(NC(=O)CSc2nc3cc(C(=O)OC)ccc3c(=O)n2Cc2ccco2)cc1 | 1.1 | 1.1 | 4 | 1.0 | 4 | 4.3 | -9 | -10 | 1 | 4 | -0.2
CCn1c(SCC(=O)NCc2ccco2)nnc1-c1ccc(N)cc1 | 1 | 1.1 | 4 | -0.5 | -1 | 0.4 | -3 | . | 1 | -4 | -0.2
O=C(O)COn1c(-c2ccccc2)nc2ccc([N+](=O)[O-])cc21 | 1.3 | 0.8 | 14 | -1.3 | 50* | 1.9 | -10 | -8 | 0.5 | 8 | 0.2
COc1nc(OC)nc(N2CCC(C(=O)NCc3ccc(F)cc3)CC2)n1 | 1 | 1 | 0 | -0.2 | 14 | 0.3 | -13 | . | 0.9 | -7 | 0.4
Cc1nc(CNS(=O)(=O)c2cc(F)ccc2F)cs1 | 1.1 | 1 | 8 | -0.2 | 6 | 1.4 | -12 | 2 | 0.9 | -5 | -0.3
CCOC(=O)CC(=O)CSc1nnc2c(n1)[nH]c1ccccc12 | 1.1 | 1 | 2 | 1.7 | 17 | 3.0 | 10 | -49 | 0.8 | 7 | 0.1
COc1cc(OC)cc(C(=O)NNc2nc3cc4c(cc3s2)OCO4)c1 | 1.2 | 1.2 | 14 | 1.1 | 2 | 0.4 | -5 | -9 | 1 | 40 | -0.1
Cn1c(SCC(=O)c2c(N)n(C)c(=O)n(C)c2=O)nnc1-c1ccc(F)cc1 | 1.1 | 1 | -6 | . | 12 | 3.9 | 8 | -14 | 0.9 | 28 | -0.2
Cc1nc2[nH]c(=O)c3c(n2n1)NC1=C(C(=O)CC(C)(C)C1)C3c1ccccc1 (stereo unspecified) | 0.9 | 0.9 | -13 | 1.3 | 7 | 0.1 | 10 | -1 | 0.9 | 3 | 0.4
CC(=O)NS(=O)(=O)c1ccc(NC(=O)C2c3ccccc3Oc3ccccc32)cc1 | 1.1 | 1.2 | -11 | -0.3 | 10 | 4.0 | -16 | -1 | 0.9 | -8 | -0.1
C=CCNC(=O)C(C(=O)OCC)C1CCCCC1 (stereo unspecified) | 1 | 1 | 6 | 0.3 | 11 | -1.1 | -22 | . | 0.9 | -2 | -0.3
O=C(N/N=C/c1c(Cl)cccc1Cl)c1ccc(F)cc1 | 0.9 | 0.9 | 10 | -7.0 | 13 | 2.4 | -6 | . | 0.9 | -7 | -0.3
Additional entries.
SMILES | PMI activator | PMI act satM6P | G6PDH counter | DTT redox prof | Diaph inh CS | RAM network inh | TLR4 MyD88 comp | S1P3 antag | Diaphorase act | Lmaj promast | Hsp70 activator
O=C(NN=C1CCCC1)c1ccn[nH]1 | 0.8 | 1 | 9 | -0.1 | 11 | 0.1 | -19 | -19 | 0.9 | 14 | -0.1
COC(=O)NCC(c1cccnc1)N1CCN(c2ccccc2F)CC1 (stereo unspecified) | 1.1 | 1.1 | 6 | 0.1 | -6 | 0.5 | -2 | 102* | 1.1 | 56* | -0.4
CNS(=O)(=O)c1ccc(NCC2COc3ccccc3O2)c([N+](=O)[O-])c1 (stereo unspecified) | 0.8 | 0.9 | 6 | -0.1 | 9 | 3.1 | 1 | 3 | 0.9 | 4 | -0.4
COc1ccc(OC)c(S(=O)(=O)n2nc(C)cc2C)c1 | 1 | 1 | 4 | -0.2 | 0 | 2.1 | -6 | . | 1 | -6 | -0.4
C/C(=N\Nc1nc2ccccc2[nH]1)c1ccc(C)o1 | 0.9 | 1 | -13 | -0.2 | 9 | 1.2 | -5 | 20 | 0.9 | 65* | 0.3
Cc1ccc(Nc2nc3c(c(=O)[nH]c(=O)n3C)n2Cc2ccc(F)cc2)cc1 | 1.1 | 1.1 | 8 | -0.6 | -4 | 3.5 | -7 | . | 1 | 3 | -0.3
C=CCN1C(=O)/C(=C2/C(=O)N(CC(=O)O)c3ccccc32)S/C1=N/c1nccs1 | 0.9 | 0.8 | -3 | 1.7 | 31 | 0.0 | -7 | . | 0.7 | 3 | -0.1
COc1ccc(C(=O)Nc2ccc(N3CCOCC3)cc2)cc1S(=O)(=O)NC1CCCC1 | 1 | 1 | 2 | -0.2 | 11 | 1.8 | -1 | 6 | 0.9 | 7 | 0.1
O=C(CSCc1cnn(-c2ccccc2)c1-n1cccc1)NCC1CCCO1 (stereo unspecified) | 1 | 1 | -4 | 1.4 | 17 | -0.3 | 7 | . | 0.8 | -9 | -0.5
Cc1ccc(CC(=O)Nc2nncs2)cc1 | 1 | 1 | 5 | -0.1 | 6 | 1.5 | 4 | . | 0.9 | -5 | -0.2
O=C(CSc1nnc(CNC(=O)c2c(F)cccc2Cl)o1)NCc1ccc2c(c1)OCO2 | 0.8 | 0.9 | 6 | 0.0 | 14 | -1.1 | 4 | . | 0.9 | -3 | 0.1
CCc1nnc(NC(=O)CCC(=O)NCC2CCCO2)s1 (stereo unspecified) | 1 | 1.1 | -1 | 0.6 | -6 | 1.8 | 12 | -8 | 1.1 | -7 | 0.0
O=C(NCc1ccccc1F)c1cccs1 | 1 | 1 | -4 | 1.1 | 0 | 0.3 | 10 | -7 | 1 | -6 | -0.1
O=C1c2[nH]nc(-c3ccccc3O)c2C(c2cccc(Cl)c2)N1CC1CCCO1 (stereo unspecified) | 0.9 | 0.9 | -24 | 0.2 | 19 | 0.0 | 3 | 14 | 0.8 | 32 | 0.1
COc1ccccc1N1CCN(Cc2cc(Br)c(O)c3ncccc23)CC1 | 0.7 | 0.6 | 19 | -2.1 | 58* | -1.0 | 13 | 16 | 0.4 | 100* | -0.5
O=C(O)c1cn(Cc2ccccc2)c2ccccc2c1=O | 1 | 1 | 15 | -0.3 | 9 | 1.4 | -7 | 5 | 0.9 | 14 | -0.2

Another view of part of the listing above.
Values run as follows: PMI activator | PMI act satM6P | G6PDH counter | DTT redox prof | Diaph inh CS | RAM network inh | TLR4 MyD88 comp | S1P3 antag | Diaphorase act | Lmaj promast | Hsp70 activator
O=C(CSc1nnc(CNC(=O)c2c(F)cccc2Cl)o1)NCc1ccc2c(c1)OCO2
    0.8 | 0.9 | 6 | 0.0 | 14 | -1.1 | 4 | . | 0.9 | -3 | 0.1
CCc1nnc(NC(=O)CCC(=O)NCC2CCCO2)s1 (stereo unspecified)
    1 | 1.1 | -1 | 0.6 | -6 | 1.8 | 12 | -8 | 1.1 | -7 | 0.0

One compound at a time, from the list above. Order of screens: PMI activator | PMI act satM6P | G6PDH counter | DTT redox prof | Diaph inh CS | RAM network inh | TLR4 MyD88 comp | S1P3 antag | Diaphorase act | Lmaj promast | Hsp70 activator
Results for `C=CCN1C(=O)/C(=C2/C(=O)N(CC(=O)O)c3ccccc32)S/C1=N/c1nccs1` = 0.9 | 0.8 | -3 | 1.7 | 31 | 0.0 | -7 | . | 0.7 | 3 | -0.1
Results for `Cc1ccc(Nc2nc3c(c(=O)[nH]c(=O)n3C)n2Cc2ccc(F)cc2)cc1` = 1.1 | 1.1 | 8 | -0.6 | -4 | 3.5 | -7 | . | 1 | 3 | -0.3
Results for `O=C(O)c1cn(Cc2ccccc2)c2ccccc2c1=O` = 1 | 1 | 15 | -0.3 | 9 | 1.4 | -7 | 5 | 0.9 | 14 | -0.2
